NR2E3 ag-1 – activates human NR2E3 receptor; AID 602229; Q9Y5X4; 360,000 compounds, 0.35% hits; CHO-S Gal4-NCOR/VP16-NR2E3 two-hybrid, luciferase; inhibition of corepressor binding, % at 3.98 µM;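 active means inhibition above the mean of all tested compounds plus 3 SD, cut at about 70% in these data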;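 further: 0% = DMSO with NR2E3 transfected cells and 100% = cells lacking NR2E3 construct; higher means lower luciferase signal from less NR2E3 corepressor binding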
Target sequence (Q9Y5X4 whole entry, looked up, the tested form may be a part): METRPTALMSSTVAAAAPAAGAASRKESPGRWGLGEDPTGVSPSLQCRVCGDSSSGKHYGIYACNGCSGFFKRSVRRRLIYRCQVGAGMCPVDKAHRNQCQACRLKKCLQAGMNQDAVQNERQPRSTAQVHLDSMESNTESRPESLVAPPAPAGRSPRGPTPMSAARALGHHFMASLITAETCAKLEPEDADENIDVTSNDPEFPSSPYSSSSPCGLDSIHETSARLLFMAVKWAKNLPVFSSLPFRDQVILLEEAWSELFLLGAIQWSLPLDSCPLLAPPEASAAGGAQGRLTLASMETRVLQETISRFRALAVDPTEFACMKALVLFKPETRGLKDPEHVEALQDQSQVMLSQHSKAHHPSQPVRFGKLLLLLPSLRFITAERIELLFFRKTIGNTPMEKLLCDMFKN
KKLEB tox – reduces viability of KKLEB cystic fibrosis airway cells. 360,000 compounds, 0.36% hits. KKLEB CF airway cells viability, ATPlite luminescence, overnight; hits give low values; cells stimulated with P. aeruginosa culture filtrate. activity change (cytotoxicity), % at 5 µM;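 active means corrected activity change at or below -50% at 5 µM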
TRPM1 prom inh – reduces MITF-dependent TRPM1 promoter luciferase signal. SK-MEL-5 TRPM1 promoter luciferase, 24 h. inhibition, % at 12.5 µM. 330,000 compounds, 0.83% hits. AID 488899;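 active means mean inhibition across replicates of 60% or more, whatever share of single replicates reaches that level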; further: values of inactives mirror those of a sister screen read the other way
EBV LMP1 NFkB – Epstein-Barr LMP1 NF-kappaB reporter inhibition | LMP1-induced NF-kappaB luciferase reporter cells, luminescence | inhibition, % at 12.5 µM | 350,000 compounds, 0.69% hits | AID 504558; in the data active means inhibition above about 41%;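 further: 0% = neutral control wells and 100% = reference inhibitor control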
Peg3 promoter – Peg3 promoter activity inhibition; HeLa PEG-Prom luciferase reporter, luminescence, overnight; inhibition, % at 20 µM; 360,000 compounds, 1.7% hits; AID 588405;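 active means inhibition of at least 50% at 20 µM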
Shn3 3UTR inh – inhibitors of Schnurri-3 3'UTR reporter in osteoblasts; Clone20 osteoblast Shn3 3'UTR firefly luciferase, 24 h; inhibition, % at 12.5 µM; 360,000 compounds, 0.52% hits;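 active means mean inhibition of at least 75% with every replicate also reaching 75%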;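 further: 0% = median of neutral control wells and 100% = pilot-screen positive control compound; some compounds past the cut are filed as inactive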
hiPSC survival – hiPSC single-cell survival enhancement | 360,000 compounds, 0.044% hits | AID 602274 | survival enhancement, % at 20 µM | ATPlite luminescence; 100% = ROCK inhibitor wells, 0% = DMSO; in the data active means survival enhancement above about 18%;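 further: cells exposed to compounds for 16 hours before the ATP read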
CF NFkB block – inhibitors of cystic fibrosis induced NF-kB | 360,000 compounds, 0.86% hits | KKLEB NF-kB-GFP reporter, PAF-induced, GFP fluorescence overnight | inhibition, % at 5 µM;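 active means at least 50% inhibition at 5 µM, scaled per plate between neutral and stimulator controls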;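 further: PAF is a Pseudomonas aeruginosa culture filtrate used as stimulus; plate controls were PAF-stimulated DMSO wells for no effect and unstimulated DMSO wells for full effect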
HIF-2a block – blocks HIF-2a reporter activity. 786-0 RCC cells HIF-2a reporter, luciferase luminescence, overnight. inhibition, % at 18.8 µM. 360,000 compounds, 0.72% hits. AID 624352;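 active means inhibition of the luminescence signal of 40% or more relative to plate controls, in a single-dose primary screen at 18.75 µM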
NR2E3 ag-2 – agonists of human nuclear receptor NR2E3 | 320,000 compounds, 0.12% hits | Q9Y5X4 | inhibition of corepressor binding, % at 4.78 µM | AID 2300 | GST-NR2E3/biotin-RetCOR TR-FRET, 1536-well;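 active means percent inhibition above the cutoff of mean plus 3 SD of all tested compounds, set per screening campaign, cut at about 20% in these data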;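 further: 0% = DMSO wells and 100% = biotin wells as full block of FRET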
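Material: NR2E3–RetCOR corepressor complex | Quantity: 1.35 nM GST-tagged NR2E3 final | Schedule: 5 h at 4 °C | Replication: Singlicate compound wells | Reagent: RetCOR corepressor, biotinylated, 7 nM | Controls: Biotin wells as high control, 0.6% DMSO wells as low control | Signal: TR-FRET, Eu(K)-anti-GST donor, streptavidin-D2 acceptor, ex 340, em 617/671 nm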
C8 TRAIL sens – caspase-8 TRAIL sensitization; inhibition (viability loss, TRAIL sensitization), % at 10 µM; NB7+C8 cells + TRAIL, ATPlite viability luminescence; AID 624354; 360,000 compounds, 1% hits;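 active means compounds causing at least 50% loss of cell viability in the single-dose screen, relative to plate controls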
Numbers without * were called inactive; / = not tested or not shown. These rows are one share of the data, so the mix of outcomes need not match the whole.

Start of the data: the first 4 entries (preview)
SMILES	NR2E3 ag-1	KKLEB tox	TRPM1 prom inh	EBV LMP1 NFkB	Peg3 promoter	Shn3 3UTR inh	hiPSC survival	CF NFkB block	HIF-2a block	NR2E3 ag-2	C8 TRAIL sens
OC[C@H]1O[C@@H](c2nc(-c3ccccc3Br)no2)[C@H](O)[C@@H](O)[C@H]1O	-12	4	/	/	-107	-29	5.3	3	-79	/	4
Cc1cc(NC(=O)CCC(=O)N(c2ccccc2)C(C(=O)NC2CCCC2)c2cccs2)no1 (stereo not given)	-17	7	8	-8	11	-11	0.2	0	19	4	5
COc1ccc(N(CC(O)Cn2c(C)nc3ccccc32)S(=O)(=O)c2ccccc2)cc1 (stereo not given)	-3	8	5	-5	16	5	3.8	-18	8	0	-3
COC(=O)c1cccc(CN2C(=O)C(C)Sc3ccc(C#N)cc32)c1 (stereo not given)	-25	1	/	/	3	-20	-0.7	8	14	/	6

The whole of this part (from the top)
SMILES	NR2E3 ag-1	KKLEB tox	TRPM1 prom inh	EBV LMP1 NFkB	Peg3 promoter	Shn3 3UTR inh	hiPSC survival	CF NFkB block	HIF-2a block	NR2E3 ag-2	C8 TRAIL sens
OC[C@H]1O[C@@H](c2nc(-c3ccccc3Br)no2)[C@H](O)[C@@H](O)[C@H]1O	-12	4	/	/	-107	-29	5.3	3	-79	/	4
Cc1cc(NC(=O)CCC(=O)N(c2ccccc2)C(C(=O)NC2CCCC2)c2cccs2)no1 (stereo not given)	-17	7	8	-8	11	-11	0.2	0	19	4	5
COc1ccc(N(CC(O)Cn2c(C)nc3ccccc32)S(=O)(=O)c2ccccc2)cc1 (stereo not given)	-3	8	5	-5	16	5	3.8	-18	8	0	-3
COC(=O)c1cccc(CN2C(=O)C(C)Sc3ccc(C#N)cc32)c1 (stereo not given)	-25	1	/	/	3	-20	-0.7	8	14	/	6
CC(=O)Oc1ccc(-c2nc3cc(Cl)ccc3c(=O)o2)cc1	-26	10	21	-4	13	-7	0.4	-8	5	1	1
Cc1ccc(-c2c(C(=O)NC(C)C)oc(=O)c3ccccc23)cc1	8	0	8	-8	1	16	3.4	5	15	-6	5
COc1cccc(N2CC(C(=O)Nc3c(C(N)=O)oc4ccccc34)CC2=O)c1 (stereo not given)	4	-8	2	7	14	-2	-0.3	2	5	0	13
COc1ccc(CNC(=O)c2nnn(CC(=O)Nc3cc(C)cc(C)c3)c2N)cc1	-7	-4	-2	2	-3	1	-0.7	13	6	1	-11
CCC(C)Oc1ccc(C(=O)Nc2ccc(CN3CCOCC3)cc2)cc1 (stereo not given)	-4	6	3	4	-5	8	0.3	10	-13	/	10
COc1ccc(C(=O)c2cc(C(C)=O)c(Nc3ccccc3)s2)cc1	13	-5	-4	6	18	26	-3.1	5	-31	6	0
CCCC(NS(=O)(=O)c1ccc(-c2ccc(=O)[nH]n2)s1)c1cccs1 (stereo not given)	-11	1	-22	-13	-19	-10	-0.3	-31	-61	-3	1
Cc1ccc(-c2cc(C(=O)N3CCc4ccccc4C3)no2)cc1	-53	8	3	-5	-98	-3	2.7	-9	-215	0	-6
CCc1noc(C)c1C(=O)NNC(=O)c1ccc(Br)cc1	1	12	11	2	-14	7	0.5	-15	9	-1	6
O=C(COc1ccccc1)N1CCN(C(=O)c2cccc(F)c2)CC1	-23	5	4	8	4	-14	1.5	-15	5	2	-17
O=C(/C=C/Nc1ccccc1O)c1ccco1	-46	22	-40	-5	-267	-64	-0.4	-16	-209	1	11
CCCNC(=O)C1(C)CCN(C(=O)COCc2ccccc2)C1 (stereo not given)	-14	-9	/	/	-5	-5	3.8	0	-3	/	14
Cc1ccccc1C(=O)Nc1cccc(NC(=O)c2ccc(F)cc2)c1	-26	-2	9	/	-19	13	-0.5	0	-15	-1	-1
Cc1ccc(C(=O)NCC(=O)NCC(=O)OCC(=O)c2cccs2)cc1	11	-7	0	-2	-18	-5	-2.3	13	11	-1	-1
COC(=O)c1cc(NC(=O)C2C3C=CC(C3)C2C(=O)O)cc(C(=O)OC)c1 (stereo not given)	-11	12	-18	18	7	-31	-1.5	-2	-21	2	-2
CN(CC(=O)Nc1ccc(Cl)cc1)C(=O)COc1ncnc2ccccc12	12	14	0	-16	2	7	-0.4	-3	14	0	-20
Cc1ccc(S(=O)(=O)N2CCOCC2)cc1NC(=O)CN1CCC(Cc2ccccc2)CC1	6	-6	-1	19	15	31	-3.1	12	16	7	23
O=C(CN1CCN(S(=O)(=O)c2ccc3c(c2)OCCO3)CC1)Nc1cccc(F)c1	-2	0	4	-4	22	11	1.1	12	9	/	-20
CCCN(CCC)C1CC(=O)N(Cc2ccccc2)C1=O (stereo not given)	-3	-7	4	9	8	9	5.7	3	17	1	-8
CCCC(=O)Nc1nc2ccc(NC(=O)c3cccnc3)cc2s1	-27	-14	19	0	16	-16	-1.4	0	12	4	-22
CSc1cc(SC)ncn1	-2	15	-7	6	9	-7	-1.3	-4	2	/	2
Cc1ccc2cccc(OCc3nnc(SCC(=O)O)n3C)c2n1	-25	5	2	-3	3	-3	-0.1	8	2	1	-1
O=C(NCc1cccnc1)[C@@H]1CC=C[C@@H]2CCN(Cc3ccc(Cl)c(Cl)c3)C(=O)[C@@H]21	8	-8	2	-4	11	-7	0.3	17	7	-4	-25
NNC(=O)/C(=C\c1ccc(Br)cc1)NC(=O)c1cccs1	17	1	21	3	13	4	-0.6	6	13	1	-1
COc1ccc(N(C(=O)c2ccco2)C(C(=O)NC2CCCCC2)c2ccccc2)cc1 (stereo not given)	-16	-7	11	-1	22	6	-0.7	11	6	0	-5
O=C(NCCSCc1ccccc1)c1ccccc1	3	-3	0	6	-19	-20	0.1	2	-15	-1	-13
CC(=O)Nc1ccc(S(=O)(=O)Nc2ccc(Cl)cn2)cc1	7	1	5	3	8	-2	-0.6	-13	19	1	-7
Cc1ccc(-c2cc(C(F)(F)F)n3ncc(C(=O)O)c3n2)cc1	-1	14	-3	1	5	8	5.8	-35	7	/	2
CNS(=O)(=O)c1cccc(C(=O)OCC(=O)Nc2ccc(Cl)cn2)c1	14	2	-8	0	4	-10	-0.3	25	17	-3	5
CCN(Cc1ccncc1)C(=S)Nc1ccccc1	-6	-2	8	7	6	-5	0.0	7	0	2	-1
Cc1c(C(=O)OC(C)C)[nH]c2c1C(=O)CCC2	3	6	-23	11	-19	-26	-0.9	-2	-74	-1	-9
CCNC(=O)c1cccc(NC(=O)CC2SC(N3CCCCC3)=NC2=O)c1 (stereo not given)	2	9	-2	-9	7	3	-0.5	12	0	1	-4
CCc1cccc(CC)c1NC(=O)c1cc(CN2C(=O)c3ccccc3C2=O)ccc1OC	-7	3	14	-1	5	14	1.9	11	18	-5	-10
Cc1ccc2cccc(OC(=O)/C=C\c3ccccc3)c2n1	-2	-2	/	4	-4	-7	-1.5	-8	13	5	-10
CCOC(=O)C1=C(C)N=c2s/c(=C\c3ccc(C(=O)O)cc3)c(=O)n2C1c1ccc(F)cc1 (stereo not given)	6	9	9	6	10	-36	-0.8	-1	8	/	9
CCCCSCc1cc(C(=O)O)oc1C(C)(C)C	-35	0	3	-8	3	8	-0.2	-16	8	-2	-3
CCOc1cc(/C=C/C(=O)Nc2ccc(C(=O)NCCN(CC)CC)cc2)ccc1OCC(C)C	-5	-34	83*	-19	104*	37	-3.8	13	21	-1	7
Cc1cc(C)c(S(=O)(=O)Nc2ccc(O)c(Sc3ncn[nH]3)c2)cc1C	2	12	11	-5	-5	18	-2.4	-10	6	1	-10
CCOC(=O)CON1C(=O)C(=O)N(OCC(=O)OCC)C2CCCCC21 (stereo not given)	-9	-6	5	9	8	9	0.3	14	5	4	-5
COc1ccccc1OCCC(=O)OCC(=O)c1[nH]c(C)c(C(C)=O)c1C	2	-8	3	8	-4	22	-0.6	-14	13	-3	21
Cc1nc2sc(C(=O)c3ccccc3)c(N)c2c(C)c1C	-49	5	-6	-18	-64	-48	1.0	-60	-108	-3	4
Cc1ccc(/C=C/C(=O)OCC(=O)NC(C)c2ccccc2)o1 (stereo not given)	10	3	7	-8	2	-2	-2.7	0	-14	-1	-19
COc1ccc(C(O)c2nc(-c3ccccc3OC)cs2)cc1 (stereo not given)	-9	-6	/	/	-18	-6	2.8	10	-25	/	-11
CC(C)CN(CC(C)C)S(=O)(=O)N1CCC(C(=O)NCc2ccc(F)cc2)CC1	-4	-3	3	-7	23	26	-0.6	21	3	-2	2
CCOC(=O)c1cnc(SCC(=O)c2ccc(C)cc2)nc1N	-1	4	0	3	-43	-8	-0.6	18	-8	1	2
Cc1cc(C)c2nc(NNC(=O)c3ccc(S(=O)(=O)N4CCCC(C)C4)cc3)sc2c1 (stereo not given)	-23	3	46	3	66*	59	0.1	11	-7	5	28
CCOc1ccccc1NC(=O)CN(C)S(=O)(=O)c1cnc[nH]1	2	9	8	6	7	0	0.0	-16	9	0	-3

Arranged by the number under NR2E3 ag-1 (falling): 3 from the list above.
| canonical_smiles | NR2E3 ag-1 |
| --- | --- |
| Cc1ccc(/C=C/C(=O)OCC(=O)NC(C)c2ccccc2)o1 (stereo not given) | 10 |
| CCOc1ccccc1NC(=O)CN(C)S(=O)(=O)c1cnc[nH]1 | 2 |
| Cc1cc(C)c2nc(NNC(=O)c3ccc(S(=O)(=O)N4CCCC(C)C4)cc3)sc2c1 (stereo not given) | -23 |
